Assay outcomes from PubChem BioAssay.
EphB4 ephrin blk: EphB4-ephrin-B2 interaction antagonists, primary screen, biochemical, TNYL-RAW peptide probe, fluorescence polarization; Ephrin type-B receptor 4 (Homo sapiens), P54760; EphB4 LBD / TNYL-RAW-Alexa532 peptide; inhibition, % at 7 µM; 97,000 tested, 0.15% active;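 active means inhibition above the screen-wide mean inhibition plus 3 SD, cut at about 15% in these data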;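 further: 0% = DMSO wells and 100% = excess unlabeled TNYL-RAW peptide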
Target sequence (P54760 whole entry, looked up, the tested form may be a part): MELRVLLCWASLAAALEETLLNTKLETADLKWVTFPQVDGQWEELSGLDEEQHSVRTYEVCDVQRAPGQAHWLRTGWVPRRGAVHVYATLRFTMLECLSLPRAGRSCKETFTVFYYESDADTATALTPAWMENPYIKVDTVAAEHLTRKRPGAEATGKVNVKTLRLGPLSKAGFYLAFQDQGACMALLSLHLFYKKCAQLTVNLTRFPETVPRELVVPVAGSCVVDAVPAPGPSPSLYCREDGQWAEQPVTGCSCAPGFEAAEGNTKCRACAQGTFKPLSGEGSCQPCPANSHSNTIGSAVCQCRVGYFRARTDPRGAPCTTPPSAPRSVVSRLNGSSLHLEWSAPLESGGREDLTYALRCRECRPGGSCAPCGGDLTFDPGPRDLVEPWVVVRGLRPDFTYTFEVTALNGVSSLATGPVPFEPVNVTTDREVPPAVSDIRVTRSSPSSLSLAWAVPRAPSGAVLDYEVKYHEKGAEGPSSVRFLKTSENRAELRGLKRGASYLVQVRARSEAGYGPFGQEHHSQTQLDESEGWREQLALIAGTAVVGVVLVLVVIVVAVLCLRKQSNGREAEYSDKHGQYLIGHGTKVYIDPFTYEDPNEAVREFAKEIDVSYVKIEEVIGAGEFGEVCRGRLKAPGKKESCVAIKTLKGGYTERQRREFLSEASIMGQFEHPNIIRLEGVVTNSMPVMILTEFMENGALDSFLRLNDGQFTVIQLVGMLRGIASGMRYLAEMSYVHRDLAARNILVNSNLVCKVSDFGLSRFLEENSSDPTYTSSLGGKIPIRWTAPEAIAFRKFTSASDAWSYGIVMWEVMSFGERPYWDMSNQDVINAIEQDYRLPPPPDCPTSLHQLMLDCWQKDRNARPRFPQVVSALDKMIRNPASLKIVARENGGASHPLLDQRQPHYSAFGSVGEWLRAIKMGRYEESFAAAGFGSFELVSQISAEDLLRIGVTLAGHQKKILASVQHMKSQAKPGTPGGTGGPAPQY
CYP2C19 act: human CYP2C19 activators, primary screen, biochemical, luminescence | recombinant CYP2C19, luciferin-H EGE luminescence; stronger effect = higher value; 0 = fully inhibited enzyme, 1 = untreated enzyme | Cytochrome P450 2C19 (Homo sapiens), P33261 | activation factor at 5 µM | 96,000 tested, under 10 active;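 active means activation factor of at least 2 at 5 µM in the primary screen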;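 further: 0 = wells with 2.5 mM tranylcypromine and 1 = vehicle-only wells; values of inactives mirror those of a sister screen read the other way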
PLAP activator: PLAP enzyme activators, biochemical, luminescence, HTS; Alkaline phosphatase, placental type (Homo sapiens), P05187; purified PLAP enzyme, luminescent substrate read-out; stronger effect = higher value; activation fold at 20 µM; 96,000 tested, 1.2% active; AID 696, 2007; in the data active means activation fold above about 2
CYP2C19 inh: blockers of cytochrome P450 2C19 activity – biochemical, luminescence, ADME assay, primary screen. AID 778, 2007. inhibition, % at 5 µM. 96,000 tested, 21% active. P33261. CYP2C19 Supersomes, luciferin-H EGE luminescence, 30 min;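 active means CYP2C19 inhibition above a set limit at 5 µM in the primary screen, cut at about 50% in these data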;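 further: plate controls were negative control wells for no effect and 2.5 mM tranylcypromine positive control for full effect; values of inactives mirror those of a sister screen read the other way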
CYP2C9 activ: human CYP2C9 activators, primary screen, biochemical, luminescence; Cytochrome P450 2C9 (Homo sapiens), P11712; recombinant CYP2C9, luciferin-H conversion; stronger effect = higher value; factor 1 = untreated enzyme, 0 = blocked; activation factor at 5 µM; 96,000 tested, 1.4% active;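 active means activation factor of 2 or more for CYP2C9 at a 5 µM dose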;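 further: 0 = sulfaphenazole-blocked wells and 1 = vehicle-only wells; values of inactives mirror those of a sister screen read the other way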
Ecoli WT expand: growth inhibitors of wild-type E. coli, primary screen, strain BW25113, expanded library, OD600; growth inhibition, % at 100 µM; OD600 absorbance; 98,000 tested, 0.15% active; AID 710, 2007;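 active means growth inhibition above about 50% at one test dose, limit read from the data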;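 further: growth measured after 20 h incubation at 37 °C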
CYP2C9 inh: blockers of cytochrome P450 2C9 activity – biochemical, luminescence, ADME assay, primary screen | P11712 | CYP2C9 Supersomes, luciferin-H conversion | inhibition, % at 5 µM | 96,000 tested, 20% active | AID 777, 2007;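 active means blocking of liver enzyme CYP2C9 beyond about 50% at 5 µM, limit read from the data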; further: values of inactives mirror those of a sister screen read the other way
PTK2B oligo ant: antagonists of Pyk2 self-association, primary screen, Q293 cells, FERM NanoBiT luminescence, HTS. AID 1347419, 2020. z-score (the deposit names both 25 µM and 10 µM). 99,000 tested, 0.83% active. Protein-tyrosine kinase 2-beta (Homo sapiens), Q14289. stronger effect = lower value;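 active means Z-score of -3 or lower, scaled per plate to the spread of control and sample wells; inactive means z-score above -3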;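 further: negative z-score means lost luminescence so less FERM oligomerization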
PostGolgi yeast: phenotypic screen on post-Golgi transport, primary screen; post-Golgi transport phenotypic cell assay; inhibition, % at 10 µM; 98,000 tested, 0.9% active; in the data active means inhibition above about 30%;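 further: yeast cells grown in 1536-well plates; yeast grown about 18 h at 30C before absorbance read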
* hit, by the source's call; / = not tested or not shown.

SMILES	EphB4 ephrin blk	CYP2C19 act	PLAP activator	CYP2C19 inh	CYP2C9 activ	Ecoli WT expand	CYP2C9 inh	PTK2B oligo ant	PostGolgi yeast
COCCn1c(SCC(=O)Nc2ccccc2)nc2c1c(=O)[nH]c(=O)n2C	/	1	0.9	-2	0.7	2	25	/	-3
COc1ccc(CNC(=O)c2cc(C3CC3)on2)cc1	/	0.2	0.9	81*	0.8	10	21	/	-6
O=[N+]([O-])c1ccc2c(c1)oc1ccccc12	-4	0.8	1	21	0.9	-1	7	0.7	4
CC(C)(Oc1ccc(Cl)cc1)C(=O)OCC(=O)Nc1ncc(Cl)cc1Cl	-5	0.1	0.9	91*	0.5	-9	48	2.1	7
CCOc1ccc(S(=O)(=O)NCCC(=O)NCc2ccco2)cc1	0	1.1	1	-15	1.8	-3	-76	-0.39	7
CCC1CCCCN1C(=O)CSc1nnc(CNC(=O)c2cc(OC)c(OC)c(OC)c2)o1 (stereo not drawn)	9	0.9	1.8	6	0.7	2	30	-0.07	-2
CSCCC(NC(N)=O)C(=O)NCc1ccccc1Cl (stereo not drawn)	2	1	1.1	4	1.3	0	-33	0.83	-10
Cc1ccc(C(=O)/C=C/Nc2ccccc2C(N)=O)cc1	3	0.7	1	26	1	5	-2	-0.67	-6
CCOC(=O)CNC(=O)CSc1nc2cccnc2n1C	/	0.7	0.9	32	1.1	-2	-5	0.69	0
COc1ccc(C)cc1NC(=S)NNC(=O)c1ccccc1Cl	9	0.4	2.9*	61*	1	4	-3	-0.1	-4
COc1ccc(C)cc1NC(=O)CSc1nc(SC)ns1	4	0.6	1.2	36	1	1	-3	-0.64	2
Cc1ccc(-c2nc(NC(=O)c3nn(C)cc3[N+](=O)[O-])sc2C)cc1C	-1	1	1.7	-4	0.5	-6	54*	-2.3	-2
O=C(Nc1ccc(N2CCOCC2)cc1)C1CC1	12	1	0.8	3	1.1	3	-6	1.2	-2
Cc1ccc(SCc2cc(=O)[nH]c(N3CCOCC3)n2)cc1	-5	0.9	1.1	8	1.1	1	-8	0.5	-2
CCCc1cc(=O)[nH]c(SCC(=O)N(C)CC(=O)Nc2ccccc2CC)n1	-5	1	1.1	-1	0.9	-4	8	-0.67	2
CSc1nc(-c2ccco2)nn1C(=O)Cc1ccccc1	2	1	1	1	0.9	0	8	-0.05	-3
CCOc1ccc(C2CC(c3ccc(OC)c(OC)c3)n3nc(N)nc3N2)cc1 (stereo not drawn)	/	1	1.4	3	1	-10	4	/	2
CCSC(=O)NC12CC3CC(CC(C3)C1)C2	-1	1	1	-3	1.1	10	-12	-0.35	-2
COc1ccccc1C(=O)NC(C)C(c1cccs1)N1CCOCC1 (stereo not drawn)	5	0.5	0.8	51*	0.8	-6	24	0.09	-5
Cc1ccc2c(C)c(C(=O)Nc3c(C)n(C)n(-c4ccccc4)c3=O)oc2c1	/	1	1	0	1	1	2	-0.2	0
O=C(NCCc1ccccc1)C1CCN(S(=O)(=O)c2cccs2)CC1	5	0.8	1	16	0.8	-7	17	-0.61	-3
O=C(Cn1ncc2c1-c1ccccc1OC2)Nc1cccc(Cl)c1	-2	0.4	0.8	56*	0.6	-3	35	/	-5
CCOc1ccc2nc3c(cc2c1)CN(CCCO)C(=NCCOC)S3	-3	0.3	1.5	67*	0.2	1	83*	-0.91	-5
O=C(CCNS(=O)(=O)c1ccc(Br)s1)N1CCN(c2ccccc2)CC1	2	0.8	1	22	1.5	-2	-50	1.2	9
CC(C)CNC(=O)c1ccccc1NC(=O)CN(c1ccc2c(c1)OCCO2)S(C)(=O)=O	3	0.7	1.1	35	0.1	0	93*	-0.74	-13
Other compounds:
SMILES	EphB4 ephrin blk	CYP2C19 act	PLAP activator	CYP2C19 inh	CYP2C9 activ	Ecoli WT expand	CYP2C9 inh	PTK2B oligo ant	PostGolgi yeast
CCCC(=O)Nc1ccc(Br)c(Cl)c1	1	0.4	1	60*	0.7	17	32	-0.18	8
COC(=O)C1C2C=CC3(CN(C(C)c4ccc(OC)cc4)C(=O)C13)O2 (stereo not drawn)	/	0.8	1.4	16	1.2	9	-18	0.93	-9
CCc1ccc(NC(=O)CCN2C(=O)c3cccnc3C2=O)cc1	1	0.7	1.1	28	0.8	-3	21	-0.67	1
CCOC(=O)c1cccc2c1-c1ccccc1/C2=N/O	2	0.6	1.2	42	0.3	3	66*	-2.4	12
COc1cc(C2N3CC4(C)CN2CC(C)(C3)C4)ccc1O (stereo not drawn)	-3	0.9	0.9	12	1	2	2	0.07	1
CC1(C)N([O-])C2=C(c3ccccc3C2=O)[N+](=O)C1(C)C	3	0.6	0.8	44	0.8	-3	16	0	-1
CCOc1ccccc1NC(=O)CN(C)S(=O)(=O)c1ccc(OC)c(C)c1	2	0	1.5	99*	1.2	-16	-20	-0.26	12
CCOC(=O)/C(C(N)=NC(C)C)=C(\O)c1ccccc1	-2	/	/	/	/	-2	/	0.45	2
CC(=O)c1c[nH]c2ccc(C)cc2c1=O	-6	1.2	0.9	-16	1.2	7	-18	0.23	0
Cc1cccc(C)c1NC(=O)CNc1ccccc1	2	0.5	1.2	46	1.1	6	-10	-0.45	3
COc1ccc2[nH]c(=O)c(C(c3nnnn3C3CCCC3)N3CCN(Cc4ccc5c(c4)OCO5)CC3)cc2c1 (stereo not drawn)	0	1.1	2*	-8	0.2	0	84*	0	1
Cc1ccc(-n2c(SCC(=O)NCc3cccs3)nnc2-c2ccoc2C)cc1	2	0.1	1.5	93*	0.2	-1	78*	-0.99	-5
COc1cccc(C2C(C#N)=C(N)OC3=C2C(=O)CCC3)c1OC(=O)c1ccco1 (stereo not drawn)	-7	1.1	0.9	-5	0.9	2	5	0.57	9
CC(=O)c1ccc(NC(=O)N[C@@H](Cc2ccccc2)C(=O)O)cc1	-2	0.7	1	28	1	-1	4	0.68	-4
Oc1ccccc1/C=N/NC1=NCCCCC1	0	1	0.9	4	1	1	0	1.3	-4
CCc1cc2cc(C(=O)N3CCN(Cc4ccccc4)CC3)sc2s1	6	0.5	1.5	46	0.9	-7	9	-0.15	18
COc1ccc(C2=NOC3(CC(=O)N(c4ccc(F)cc4)C3=O)C2)c(OC)c1 (stereo not drawn)	0	0.8	1.6	18	0.7	-1	29	2.2	8
O=C(c1ccc(F)cc1)N1C2CCC1CC(O)(c1ccc(F)cc1)C2 (stereo not drawn)	8	0.9	1.2	13	1	1	-4	-0.67	3
COc1ccc(OC)c(NC(=O)CSc2nc(N)c(-c3ccccc3)c(=O)[nH]2)c1	-2	0.9	1.1	11	0.7	-4	29	0.11	-5
O=C(Nc1ccc2oc(=O)ccc2c1)c1cccnc1	2	/	/	/	/	-4	/	-0.21	-3
CC(C)(C)OC(=O)N1CCC[C@H]1c1nnc(SC/C=C/c2ccccc2)o1	-9	0.9	1.4	5	0.9	-2	9	-0.89	-11
CCc1nnc(NS(=O)(=O)c2ccc(N/C=C\C(=O)c3ccc(C)cc3)cc2)s1	-3	0.9	1.5	10	0.1	10	88*	-0.68	-6
COc1ccc(C2(NC(C)=O)CCN(C(=O)CCC(=O)O)CC2)cc1	0	1	0.9	-1	0.9	-4	6	0.76	-1
COc1ccc(C(=O)c2ccc(N3CCN(C4CC(=O)NC4=O)CC3)cc2)cc1F (stereo not drawn)	5	1	1.4	-1	1	-11	-4	0.71	-8
COCCn1c(=NC(=O)CSCC(=O)NC2CCCCC2)sc2cc(OC)ccc21	0	0.2	0.9	82*	0.4	-8	57*	0.75	5

Reprinted from the part before: 4 compounds, then new ones.
SMILES	EphB4 ephrin blk	CYP2C19 act	PLAP activator	CYP2C19 inh	CYP2C9 activ	Ecoli WT expand	CYP2C9 inh	PTK2B oligo ant	PostGolgi yeast
CCc1nnc(NS(=O)(=O)c2ccc(N/C=C\C(=O)c3ccc(C)cc3)cc2)s1	-3	0.9	1.5	10	0.1	10	88*	-0.68	-6
COc1ccc(C2(NC(C)=O)CCN(C(=O)CCC(=O)O)CC2)cc1	0	1	0.9	-1	0.9	-4	6	0.76	-1
COc1ccc(C(=O)c2ccc(N3CCN(C4CC(=O)NC4=O)CC3)cc2)cc1F (stereo not drawn)	5	1	1.4	-1	1	-11	-4	0.71	-8
COCCn1c(=NC(=O)CSCC(=O)NC2CCCCC2)sc2cc(OC)ccc21	0	0.2	0.9	82*	0.4	-8	57*	0.75	5
O=C(c1nn2c(C(F)(F)F)cc(-c3ccccc3)nc2c1Cl)N1CCOCC1	6	1	1.2	3	1.3	8	-33	-1.2	0
CCN1CCN(C(=O)c2cc3nc(-c4ccccc4)cc(C(F)(F)F)n3n2)CC1	3	0.9	1.3	14	1	4	3	0.3	-3
CCN(CC(=O)Nc1ccc2c(c1)CCC2)Cc1nc2ccccc2c(=O)[nH]1	0	0.1	2.6*	92*	0.1	-2	89*	-0.48	-1
COC(=O)c1sc(N)c(C(=O)OC)c1COC(=O)C1CC(=O)N(Cc2ccco2)C1 (stereo not drawn)	-3	0.2	1.3	79*	0.1	-1	91*	-0.87	11
COc1ccccc1NC(=O)c1cccc(S(=O)(=O)N2CCOCC2)c1	6	1	1	3	1	-5	0	-0.44	18
CCOC(=O)c1cnc(SCc2cccc3ccccc23)nc1N	-2	1	0.8	4	1.9	-1	-89	-0.92	2
C=CCn1c(-c2ccc(N)cc2)nc2ccccc21	0	0.8	0.8	23	0.7	6	33	/	-2
CC(=O)N1CCN(c2ccc(Nc3ncnc4c3oc3ccccc34)cc2)CC1	-11	1	1.8	1	0.9	-5	10	0.4	1
COCCn1nnnc1SCC(=O)N1CCCCC1	6	/	/	/	/	-2	/	-0.55	1
CCc1ccc2[nH]c(=O)c(C(c3nnnn3CCOC)N3CCN(c4ccccc4F)CC3)cc2c1 (stereo not drawn)	-5	0.5	1.6	54*	0.8	-6	17	-0.14	3
CCS(CC)=NS(=O)(=O)c1ccc(NC(C)=O)cc1	14	1.1	1	-14	1.1	-7	-8	-0.1	1
CN(C)c1ccc(/C=C/c2ccncc2)cc1	-3	0	0.8	98*	0.2	-1	78*	-0.07	-2
Nc1nc(N2CCOCC2)nc(N(c2ccccc2)c2ccccc2)n1	10	0.9	1	6	1	-13	1	/	-6
COC(=O)CSc1ncc(OC)c(OC)n1	3	1	1	-4	0.9	-2	8	0.04	10
O=C(NCc1ccc2c(c1)OCO2)c1ccccn1	1	/	/	/	/	-5	/	0.28	-5
COC(=O)C1=C(C)N(CC(C)C)C(=O)/C1=C\c1cccs1	-2	0.7	0.9	31	0.7	-18	28	-0.58	-6
CC1=C(C#N)CCC(=O)N1Cc1c(C)cc(C)cc1C	3	0.5	1	47	0.9	-4	6	-1.6	-5
Cc1c(NC(=O)C(C)N2C(=O)C3C4C=CC(C4)C3C2=O)c(=O)n(-c2ccccc2)n1C (stereo not drawn)	-6	1.1	1.1	-14	1.1	-4	-5	/	-3
CCN1/C(=C(\O)c2ccccc2)C(=O)c2ccccc2S1(=O)=O	0	1	1	4	1	12	0	-0.35	11
O=C1C2C3C=CC(O3)C2C(=O)N1CC(O)c1ccccc1 (stereo not drawn)	0	0.9	1	8	1.1	5	-7	-0.18	-1
C1=C(C(c2nnnn2C2CCCCC2)N2CCCCC2)COc2ccccc21 (stereo not drawn)	-1	1	0.9	3	1	-10	4	0.04	7
COCCNCC(=O)NC12CC3CC(CC(C3)C1)C2	4	0.8	1.4	18	1	1	2	0.49	2
O=C(COC(=O)c1ccc(S(=O)(=O)NCc2ccco2)cc1)NCC1CCCCC1	8	0.8	0.9	17	0.4	-10	58*	-0.02	-13
